HT1080 IDH1KD tx: kills HT-1080 cells with IDH1 knockdown. HT-1080 IDH1 knockdown viability, ATP luminescence, 48 h. Potency, µM (highest dose often 46.1 µM), without a hit: top-dose activity, negative = toxicity, most hits filed as cytotoxic. hit rate 2% among 360,000;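 further: potency means the concentration at half of the fitted maximal effect; 0% = DMSO wells and -100% = cell-free medium wells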
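Viability of IDH1-knockdown HT-1080 fibrosarcoma cells was assessed by CellTiter-Glo after 48 h at 37 °C with titrated compound; concentration-effect curves were classified by fit quality and response size.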
KB-3-1 cytotox: KB-3-1 parental cell cytotoxicity. Potency, µM (top dose mostly 46.1 µM), inactives show top-dose activity change, negative = cytotoxic, usual class: cytotoxic. KB-3-1 viability, CellTiter-Glo ATP luminescence, 72 h. AID 1347075. hit rate 1.4% among 400,000; further: potency means the concentration at half of the fitted maximal effect; on the % scale 0 is the no-effect control and ±100 the full control effect; nearly all actives have a fitted effect of over 60% in size
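Using CellTiter-Glo luminescence, growth of non-resistant KB-3-1 adenocarcinoma cells is assessed 72 h after pin-tool compound addition at 37 °C. Normalized responses across the concentration series yield fitted curves.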
MCF10A rerep: inducers of DNA re-replication in MCF 10A breast cells. MCF 10A DNA re-replication, Hoechst nuclear intensity, 48 h. Potency, µM (series often up to 46.1 µM), for the others: top-dose activity, positive = re-replication, usual class: activators. hit rate 2.9% among 350,000; further: potency means the concentration at half of the fitted maximal effect; % of control where 0% means no effect; nearly all actives have a fitted effect of over 50% in size
SW480 rereplic: inducers of DNA re-replication in SW480 colon cancer cells | SW480 DNA re-replication, Hoechst DNA content imaging, 48 h | Potency, µM (series often up to 46.1 µM), without a hit: at the highest dose re-replication activation, actives largely listed as activators | hit rate 1.8% among 340,000; further: potency means the concentration at half of the fitted maximal effect; % of control where 0% means no effect; nearly all actives have a fitted effect of over 55% in size
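Cells (250 per well) received 23 nL compound or DMSO by pin tool and were kept 48 hr at 37 C, 5% CO2. Nuclei were then stained with Hoechst for 40 min and scanned for DNA content.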
ATXN viability: reduces viability in counter-screen for ATXN expression inhibitors; AID 651635; S2 cells (HEK-293 line with an ATXN2-luciferase reporter) viability, CellTiter-Fluor protease fluorescence, 24 h; hit rate 0.49% among 400,000; Potency, µM (titrated, usually from 56.7 µM), actives largely listed as cytotoxic; further: potency means the concentration at half of the fitted maximal effect; nearly all actives have a fitted effect of over 40% in size
ATXN2 expr inh: ATXN2 expression inhibition. HEK-293 ATXN2-luciferase reporter, luminescence, 24 h. Potency, µM (doses to about 57 µM), inactives show at the highest dose activity change, negative = inhibition, most hits filed as inhibitors. hit rate 0.72% among 360,000; further: potency means the concentration at half of the fitted maximal effect; on the % scale 0 is the no-effect control and ±100 the full control effect; nearly all actives have a fitted effect of over 55% in size
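ATXN2-luciferase reporter cells (luciferase flanked by upstream and downstream ATXN2 gene portions) were treated 24 h at 37 °C with compounds at up to 57 uM. SteadyGlo luminescence gave expression; GF-AFC fluorescence gave viability.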
IL1B secr inh: inhibitors of inflammasome signaling (IL-1 beta secretion). hit rate 4.7% among 360,000. AID 743279. activity change, % at 57.5 µM. THP-1 LPS/ATP IL-1B secretion, AlphaLISA, 16 h; active compounds read low; in the data active means activity change below about -50%; inconclusive means mostly about -30% to -49%; further: on the % scale 0 is the no-effect control and ±100 the full control effect
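Secreted IL-1B measured by AlphaLISA bead assay after 16 h compound exposure of THP-1 cells; compounds (final up to 57.5 uM) added 1 h before LPS (250 ng/mL) and ATP (1.25 mM) stimulation; lower signal means less secretion.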
KB-V1 cytotox: KB-V1 MDR subline cytotoxicity; KB-V1 MDR cells viability, CellTiter-Glo, 72 h; Potency, µM (titrated, usually from 46.1 µM), for the others: at the top dose activity change, negative = cytotoxicity, actives largely listed as cytotoxic; hit rate 3.4% among 400,000; AID 1347076; further: potency means the concentration at half of the fitted maximal effect; on the % scale 0 is the no-effect control and ±100 the full control effect; nearly all actives have a fitted effect of over 60% in size
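qHTS viability screen in drug-selected KB-V1 MDR cells: 72 h compound treatment at 37 degrees C, ATP luminescence end point.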
HT1080-NT tox: kills 2HG-producing HT-1080-NT fibrosarcoma cells. Potency, µM (titrated, usually from 46.1 µM), without a hit: at the highest dose activity, negative = less viability, actives largely listed as cytotoxic. hit rate 1.6% among 360,000. HT-1080-NT fibrosarcoma viability, CellTiter-Glo ATP luminescence, 48 h;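 further: NT is the 2HG producing partner of a matched IDH1 knockdown line; potency means the concentration at half of the fitted maximal effect; 0% = DMSO-treated cells and -100% = media-only wells without cells; nearly all actives have a fitted effect of over 55% in size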
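Viability by CellTiter-Glo luminescence after 48 h compound exposure at 37C of HT-1080-NT cells (750/well, RPMI, 5% FBS). % activity scaled between DMSO wells and medium-only wells, then curve-fitted and categorized by curve class.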
* hit, by the source's call; i = inactive; ? = inconclusive; . = no result given; [ ] = remark or other dose. Unless noted, the call rests on the fitted dose curve; in most records, active means well fitted curve in the direction sought with a large enough effect; inconclusive means small, poorly fitted or top-dose-only effect, or another doubt; inactive means no such curve, though single readings can be large; an effect the other way counts as inactive or inconclusive.

molecule | HT1080 IDH1KD tx | KB-3-1 cytotox | MCF10A rerep | SW480 rereplic | ATXN viability | ATXN2 expr inh | IL1B secr inh | KB-V1 cytotox | HT1080-NT tox
CCCCN(C)S(=O)(=O)c1ccc(C(=O)N=c2sc3cc(NC(C)=O)ccc3n2C)cc1 | -3% | -5% | -2% | -4% | i | 3% | 6 | -24% | 3%
Cc1ccc(N2CC(C(=O)Nc3ccc(S(=O)(=O)N4CCCC4)cc3)CC2=O)cc1C (stereo not given) | 2% | 0% | ? | 13% | i | -23% | 6 | 20% | -10%
CN(C)S(=O)(=O)c1ccc(C(=O)NCC(=O)N/N=C/c2ccco2)cc1 | 22% | 0% | 0% | -4% | i | -14% | -19 | 0% | 19%
COc1cc(OC)cc(N2CCN(S(=O)(=O)c3ccc(-n4cnnn4)cc3)CC2)c1 | 15% | 17% | 2% | 6% | i | -1% | -24 | 25% | 8%
N/C(=N\OC(=O)c1ccc(F)cc1)c1nonc1N | 4% | -3% | -3% | ? | i | 6% | 5 | ? | -2%
COc1cc(NC(=O)CN(C)S(=O)(=O)c2ccc(-c3ccc(=O)[nH]n3)s2)cc(OC)c1 | 0% | 3% | -4% | -5% | i | . | -12 | 6% | 2%
CCCCN(C(=O)CCC(=O)Nc1cc(C)on1)C(C(=O)NC1CCCC1)c1ccccc1OCC (stereo not given) | -1% | 1% | 16% | -6% | ? | 0% | ? | ? | -11%
COc1cccc(CC2(CO)CCCN(Cc3cc(F)ccc3-n3cccn3)C2)c1 (stereo not given) | ? | -18% | 2% | -70% | i | -29% | -3 | ? | ?
COc1cccc(NC(=O)c2ccc(N3C(=O)C4CCC(C)CC4C3=O)cc2)c1 (stereo not given) | -21% | 8% | 49% | 2% | i | -3% | 7 | -22% | ?
CCCCN(CC)CCNC(=O)c1cc2c(=O)n(C)c3ccccc3c2s1 | ? | -26% | ? | ? | i | -32% | -86* | ? | ?
COC(=O)c1ccc(C23CC4(C2)[C@H](CN(C)[C@@H]4c2ccccc2)C3c2ccc(C(F)(F)F)cc2)cc1 (stereo not given in full) | 4% | 4% | 12% | 13% | ? | 6% | 17 | -6% | -3%
CC(C)(C)c1ccc(/C=C/C(=O)N2CCOCC2)cc1 | 6% | -9% | -1% | 7% | i | 25% | -13 | ? | 4%
COC(=O)c1ccc(CN(Cc2ccc(C(=O)OC)o2)C(C)(C)C)o1 | -2% | 2% | 4% | -2% | i | -1% | 19 | ? | 0%
CCc1nnc(NC(=O)c2cc(-c3ccccn3)nc3ccc(Br)cc23)s1 | -1% | ? | -35%[inhibitor] | -3% | i | 3% | i | -27% | 1%
CCc1ccc(-c2cc3c(=O)n(CC(=O)NCCCN4CCC(Cc5ccccc5)CC4)nc(C)n3n2)cc1 | -1% | -24% | 6% | ? | i | . | -9 | 10% | 2%
COc1ccc(N2CC(C(=O)Nc3cc(C(F)(F)F)ccc3N3CCCC3)CC2=O)c(OC)c1 (stereo not given) | 21µM* | ? | ? | 184% | ? | -6% | 9 | ? | 21µM*
O=C(C1CCC1)N1CCc2cc(S(=O)(=O)N3CCN(c4ccccn4)CC3)ccc21 | -15% | -11% | ? | 1% | i | 0% | -3 | ? | -2%
Cc1cccc(C(=O)OCC(=O)N(CC(C)C)c2c(N)n(Cc3ccccc3)c(=O)[nH]c2=O)c1O | 15% | 2% | -21% | -103%[inhibitor] | i | 4% | 2 | ? | 10%
COc1cc(C(=O)NCC(=O)NCC(c2ccco2)N2CCCCC2)cc(OC)c1OC (stereo not given) | -2% | 9% | 5% | -3% | i | 9% | -9 | 7% | -11%
CC(=O)N1CCOc2ccc(S(=O)(=O)Nc3ccc(Cl)cn3)cc21 | 15% | -15% | 1% | 27% | i | 11% | -5 | 11% | 19%
COc1ccc(-c2csc3ncnc(Nc4ccc(OC)cc4OC)c23)cc1 | . | 2% | . | . | i | -1% | . | -1% | .
COc1cc(NS(=O)(=O)c2c(C)[nH]c(C)c2C(=O)N2CCCCC2)cc(OC)c1OC | 15% | 5% | 1% | 3% | i | 6% | 4 | 4% | -2%
CC(=O)Nc1ccc(-c2ccnc3c2CC(C)(C(=O)NCCc2ccccc2)O3)cc1 (stereo not given) | -19% | 26µM* | . | . | i | 2% | -17 | 2% | -5%
O=C(CSc1nnc(NC(=O)c2ccco2)s1)Nc1ccccc1F | -3% | 0% | 13% | ? | i | . | 2 | -4% | -2%
CCOCc1nc2nc(Cl)c(Cl)nc2[nH]1 | 14% | -4% | . | . | i | . | -7 | ? | 13%

3 compounds from above, sorted by their value in IL1B secr inh, high to low.
| Structure | IL1B secr inh |
| --- | --- |
| COC(=O)c1ccc(C23CC4(C2)[C@H](CN(C)[C@@H]4c2ccccc2)C3c2ccc(C(F)(F)F)cc2)cc1 (stereo not given in full) | 17 |
| CC(C)(C)c1ccc(/C=C/C(=O)N2CCOCC2)cc1 | -13 |
| COc1cc(OC)cc(N2CCN(S(=O)(=O)c3ccc(-n4cnnn4)cc3)CC2)c1 | -24 |

Marked active in IL1B secr inh (from the list above):
SMILES | SW480 rereplic | IL1B secr inh
CCCCN(CC)CCNC(=O)c1cc2c(=O)n(C)c3ccccc3c2s1 | ? | -86*

(more compounds)
| Structure | HT1080 IDH1KD tx | KB-3-1 cytotox | MCF10A rerep | SW480 rereplic | ATXN viability | ATXN2 expr inh | IL1B secr inh | KB-V1 cytotox | HT1080-NT tox |
| --- | --- | --- | --- | --- | --- | --- | --- | --- | --- |
| CCN1C(=O)[C@H]2[C@H]3CN=C(SCc4ccc(C#N)cc4)N3[C@@](C)(C(=O)OC)[C@H]2C1=O | 16% | 24% | -34%[inhibitor] | -5% | i | 11% | 12 | ? | 15% |
| COc1cccc(OCCCCSc2ncccn2)c1 | 8% | 0% | 7% | 2% | i | 20% | -9 | 2% | 5% |
| CN1CCN(S(=O)(=O)c2ccc(C#N)cc2)C(c2ccccc2)C1 (stereo not given) | 10% | -23% | -8% | -33% | i | 0% | 14 | ? | 9% |
| COc1ccc(S(=O)(=O)N2CCC(NC(=O)C(Cc3cccc(OC)c3OC)NC(C)=O)CC2)cc1 (stereo not given) | 9% | 4% | 5% | -7% | i | -2% | -22 | 2% | 1% |
| CCOc1cc(NC(=S)NCCCN(C)C)c(OCC)cc1NC(=O)c1cccs1 | -2% | 5% | -1% | 13% | i | -14% | ? | 7% | -1% |
| O=C(Nc1ccccc1F)c1ccc(Cn2cc(Cl)cn2)cc1 | -24% | 14% | 1% | 30% | i | 15% | 0 | ? | -20% |
| CCCCCCCN1C=CC(=O)CC1 | 13% | 1% | 13% | -9% | i | 12% | 22 | ? | 14% |
| O=C(COc1ncnc2ccccc12)NC1CCCC1 | -3% | -1% | 2% | -1% | i | . | 14 | -5% | -1% |
| Cc1cc(=O)n2nc(N3CCCC(C(=O)N4CCc5ccccc54)C3)sc2n1 (stereo not given) | -2% | -6% | -1% | -2% | i | 5% | -13 | -19% | -4% |
| N/C(=N\OC(=O)c1cccc2ccccc12)c1ccccn1 | 26µM* | -24% | 4% | 0% | ? | 6% | 30 | -26% | ? |
| C=CCn1c(SCC(=O)Nc2ccccc2C)nnc1-c1ccncc1 | -4% | 14% | -1% | -10% | i | -4% | -10 | -7% | 5% |
| O=C(O)CCC(=O)Nc1ccc(C(=O)OC2CCCCC2)cc1 | 1% | 4% | -4% | -3% | i | -29% | 19 | -5% | 0% |
| CCN(CC)c1nc2ccccc2c(N)c1-c1ccccc1 | ? | ? | ? | -5% | i | -27% | -27 | ? | ? |
| CCC(CC)C(=O)Nc1c2c(nn1-c1ccc(OC)cc1)CS(=O)(=O)C2 | 0% | 5% | 1% | -14% | i | -1% | 0 | -6% | 0% |
| CN(C)CCCN1C(=O)c2oc3ccccc3c(=O)c2C1c1cccs1 (stereo not given) | 1% | 0% | -7% | -6% | ? | -6% | -8 | 15% | 14% |
| Cc1cc(C)[n+](-c2ccc(Oc3ccccc3)c(S(=O)(=O)[O-])c2)[nH]1 | 9% | -1% | 3% | -6%[9.22 µM] | i | -14% | -4 | 14% | 10% |
| O=C(CCc1ccccc1)Nc1nnc(-c2ccc3c(c2)CCCC3)o1 | -28% | ? | 16% | -16% | i | -16% | -17 | 9% | -22% |
| CC(=O)N(CCOc1ccccc1)CCOc1ccccc1 | -3% | -7% | ? | 3% | ? | . | 5 | ? | -3% |
| NC(=O)CC(NC(=O)Cc1cccc2ccccc12)c1ccc(NCc2ccccc2)c([N+](=O)[O-])c1 (stereo not given) | 0% | 0% | ? | -6% | i | 5% | -9 | -12% | -1% |
| CCCCN(CCCC)c1ccc(C(=O)c2ccccc2C(=O)O)c(O)c1 | ? | -11% | 1% | -2% | i | 14% | 7 | 5% | ? |
| CC(NCc1ccccc1Cl)C(=O)Nc1ccc(C#N)cc1 (stereo not given) | -17% | -11% | -7% | -6% | i | . | -21 | ? | -5% |
| CCC1CCc2sc(C(=O)N(C)CC(=O)Nc3ccc(N4CCOCC4)cc3)cc2C1 (stereo not given) | -13% | 5% | ? | -14% | ? | -8% | -4 | ? | -8% |
| COc1ccc(CC(=O)NCc2n[nH]c(=S)n2-c2cccc(Cl)c2)cc1 | -1% | 5% | 2% | 8% | i | 4% | -12 | ? | 8% |
| CC(C)(C)OC(=O)N[C@@H](Cc1ccccc1)c1nnc(SCC(N)=O)o1 | -3% | -8% | 0% | 0% | i | . | 9 | 2% | -1% |
| O=C(Nc1cccnc1Cl)c1cc2ccccc2o1 | 12% | 0% | 3% | -20% | i | 45%[activator] | 21 | -1% | 2% |

Part of the list above, reduced to MCF10A rerep.
canonical_smiles | MCF10A rerep
NC(=O)CC(NC(=O)Cc1cccc2ccccc12)c1ccc(NCc2ccccc2)c([N+](=O)[O-])c1 (stereo not given) | ?
CCCCN(CCCC)c1ccc(C(=O)c2ccccc2C(=O)O)c(O)c1 | 1%
